From PubChem
NS5 inhibitors = Dengue-2 NS5 methyltransferase inhibitors, primary screen, biochemical, confirmation dose response (AID 588689). Dengue-2 NS5 methyltransferase capping enzyme assay, biochemical; higher % means a stronger effect. Genome polyprotein (Dengue virus type 2 (strain 16681-PDK53)). inhibition, % at 25 µM, or IC50 in µM where a hit was titrated. 0.3% of 340,000 active; in the data active = a potency from the dose series; inconclusive = inhibition above about 29% without an active follow-up result
NTR1 ag = agonists of NTR1, primary screen, imaging, U2OS cells, beta-arrestin-GFP, high content (AID 493036); NTR1-U2OS beta-arrestin-GFP spot imaging, agonist mode; Neurotensin receptor type 1 (Homo sapiens), P30989; activation, % at 20 µM; 0.17% of 330,000 active;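 active = activation at or above 40% of the spot to cytoplasm intensity ratio, with at least 20 cells analyzed; inconclusive = wells under 20 cells, flagged as cytotoxic or low count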;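 also: 0% = DMSO without peptide and 100% = 100 nM NTR1 peptide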
Target sequence (P30989 whole entry, looked up): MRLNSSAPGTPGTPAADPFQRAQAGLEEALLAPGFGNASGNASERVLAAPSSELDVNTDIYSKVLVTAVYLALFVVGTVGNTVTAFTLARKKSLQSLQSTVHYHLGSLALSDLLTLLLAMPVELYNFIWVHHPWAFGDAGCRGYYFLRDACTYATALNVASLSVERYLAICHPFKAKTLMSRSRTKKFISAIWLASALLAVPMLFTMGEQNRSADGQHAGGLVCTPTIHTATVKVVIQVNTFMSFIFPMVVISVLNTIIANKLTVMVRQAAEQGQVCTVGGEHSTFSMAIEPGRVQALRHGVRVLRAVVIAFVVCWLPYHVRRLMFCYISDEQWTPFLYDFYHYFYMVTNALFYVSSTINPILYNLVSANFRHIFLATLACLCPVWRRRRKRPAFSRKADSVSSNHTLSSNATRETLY
Rac1 GTP hydrolysis = MgcRacGAP GTPase-activating activity inhibitors, confirmation, biochemical, ADP Hunter fluorescence; 0.6% of 340,000 active; AID 624330, 2012; MgcRacGAP-stimulated Rac1 GTP hydrolysis, ADP Hunter fluorescence; higher % means a stronger effect; GST-tagged Rac1 F28L mutant substrate; inhibition, % at 30 µM; hits with a dose series show IC50 in µM; Rac GTPase-activating protein 1 (Homo sapiens);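 active = first-screen hits whose inhibition reached a set limit at any dose in the follow-up dose series; inconclusive = inhibition above the set first-screen limit but never retested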;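 also: fluorescence reports GDP produced by GAP-driven GTP hydrolysis; strong numbers were not always called active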
West Nile virus CPE = West Nile virus antiviral activity, cell-based, CPE readout (AID 1621). 0.02% of 290,000 active. CPE inhibition, % at 10 µM; hits with a dose series show IC50 in µM. West Nile virus-infected cells, CPE inhibition; higher % means a stronger effect; in the data active = a potency from the dose series; inconclusive = CPE inhibition mostly from about 3.7% at the one dose, without a potency; inactive = the rest, 99 in 100 with CPE inhibition below about 2.2%; also: strong numbers were not always called active
RSV CPE inhibition = RSV antiviral activity via CPE protection, HEp-2 cells, primary 10 µM value included (AID 2391); HEp-2 cells, RSV-induced CPE inhibition; higher % means a stronger effect; one-dose CPE inhibition, % at 10 µM; IC50 in µM for titrated hits; 0.13% of 310,000 active; in the data active = a potency from the dose series; inconclusive = CPE inhibition mostly from about 23% at the one dose, without a potency; inactive = the rest, 99 in 100 with CPE inhibition below about 21%; also: strong numbers were not always called active
SIAH1 antagonists = Siah-1 peptide-binding antagonists, primary screen, biochemical, fluorescence polarization, rhodamine-plectin, uHTS (AID 1817). 0.02% of 290,000 active. Siah-1 / rhodamine-plectin peptide fluorescence polarization; higher % means a stronger effect. E3 ubiquitin-protein ligase SIAH1 (Homo sapiens). displacement, % at 20 µM, or IC50 in µM where a hit was titrated;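 active = displacement of at least 50% at 20 µM, with a fluorescence ratio check between 0.3 and a set limit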;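 also: plate controls were Siah plus tracer with DMSO for no effect and tracer alone without Siah for full effect; strong numbers were not always called active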
AID2073 = inhibitors of Mint1-CaV2.2 protein interaction, biochemical, HTRF (AID 2073). inhibition, % at 20 µM; hits with a dose series show IC50 in µM. 0.19% of 290,000 active. HTRF protein-protein interaction, Mint1-CaV2.2; higher % means a stronger effect; in the data active = inhibition mostly above about 51%, no sharp cut-off; inconclusive = no clear call, values can overlap the other calls; inactive = mostly below about 53%; also: some results filed as inactive read as strong as hits
Large T inhibition = SV40 large T antigen inhibitors, biochemical (AID 1903); SV40 large T antigen ATPase/helicase inhibition assay; higher % means a stronger effect; one-dose inhibition, % at 20 µM; IC50 in µM for titrated hits; 0.39% of 310,000 active; in the data active = a potency from the dose series; inconclusive = inhibition mostly from about 32% at the one dose, without a potency; inactive = the rest, 99 in 100 with inhibition below about 32%; also: strong numbers were not always called active
UTI89 phage lysis = inhibition of K1F phage lysis, E. coli UTI89, bacterial capsule biogenesis inhibitors, alamar blue (AID 488966); 0.02% of 340,000 active; inhibition, % at 100 µM; hits with a dose series show IC50 in µM; E. coli UTI89 K1F phage lysis, alamar blue, 2 h; higher % means a stronger effect;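 active = phage lysis inhibition, versus mean bacterial control, above a set limit; inconclusive = no clear call, values can overlap the other calls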;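 also: capsule biogenesis inhibitors block K1F phage lysis so surviving cells raise fluorescence; higher fluorescence means more inhibition of phage lysis; actives were called in the ten point dose series up to 300 µM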
NTR1 ag cell count 20 µM = recorded beside NTR1 ag, whose call it bears; cell count; measured here: cell count, cytotoxicity flag
Starred values were filed as active, the others as inactive; ? = inconclusive; / = not tested or not shown; [ ] = remark or other dose.

SMILES | NS5 inhibitors | NTR1 ag | NTR1 ag cell count 20 µM | Rac1 GTP hydrolysis | West Nile virus CPE | RSV CPE inhibition | SIAH1 antagonists | AID2073 | Large T inhibition | UTI89 phage lysis
O=C(Nc1cccc2ccccc12)N1CCN(Cc2ccccc2)CC1 | -10.2% | -0.1 | 43 | 9.0% | -0.4% | -0.8% | -4.0% | 4.8% | 12.9% | 0.5%
COc1cc(OC)cc(-c2nc(-c3cccs3)no2)c1 | -3.0% | 2.6 | 57 | 1.5% | -0.2% | 5.8% | 21.9% | -5.8% | 0.0% | 0.1%
O=C(c1cc2cc(F)ccc2[nH]1)N1CCN(Cc2ccc3c(c2)OCO3)CC1 | 17.7% | 0.4 | 61 | -0.1% | -1.1% | 7.6% | 1.9% | 12.8% | 13.0% | 0.2%
Cc1nc(C)c(C(=O)NNS(=O)(=O)c2ccccc2)s1 | -9.1% | -0.1 | 93 | 10.9% | -0.5% | 3.7% | 19.6% | -2.1% | -2.7% | 0.1%
COCC1CCN(C(=O)c2ccc(OC)c(OC3CCN(C(C)C)CC3)c2)CC1 | -3.9% | 1.5 | 43 | 7.3% | -0.2% | 0.4% | 0.8% | -7.1% | 9.7% | 0.1%
CC(C)NS(=O)(=O)c1ccc(CCC(=O)N2CCc3ccccc3C2)cc1 | -1.5% | -0.6 | 47 | -4.8% | -0.7% | 0.3% | 16.2% | -1.8% | 3.5% | -0.3%
C=CCc1ccccc1OCCn1nnc2ccccc21 | -3.5% | 2.8 | 62 | 8.9% | -1.4% | 6.3% | -2.8% | -4.1% | 4.8% | 0.2%
C=CCSc1ncccc1C(=O)NCc1ccccc1 | 3.5% | 1.3 | 70 | -3.6% | -0.4% | -0.4% | -2.4% | 5.2% | 8.2% | 2.1%
O=c1cc(N/N=C/c2ccccc2)[nH]c(=O)[nH]1 | 2.3% | 0.4 | 48 | 7.5% | / | 3.0% | / | / | 18.8% | 1.1%
COc1ccc(C(=O)NC(=S)NNC(=O)c2ccncc2)cc1Br | 3.8% | -1.2 | 52 | 3.7% | / | 1.1% | / | / | / | 0.4%[50 µM]
C(=Nc1cccc2c(N=Cc3ccco3)cccc12)c1ccco1 | ? | 0.2 | 45 | 29.5% | 0.7% | -0.5% | 102.7% | ? | 29.7% | 0.8%
CCCc1cc(=O)oc2c(C)c(OCC(=O)Nc3ccc(CN4CCOCC4)cc3)ccc12 | -2.8% | 2.6 | 71 | / | 0.0% | 0.8% | -3.8% | 12.2% | 11.2% | 0.3%
Cc1ccc(NC(=O)Cn2nnc3ccccc32)cc1 | / | -0.4 | 32 | / | -0.2% | 0.8% | -2.0% | -4.6% | 11.0% | /
Cc1cc2cc3c(cc2nc1SCC(=O)Nc1nc(C)c(C)s1)OCO3 | 20.1% | 9.1 | 85 | 12.1% | -0.1% | -1.0% | -1.7% | -2.8% | 2.7% | 0.0%
CC(=O)N1CCN(C(=O)CSc2nnc(C)n2-c2ccccc2)CC1 | -1.0% | 0.1 | 98 | 5.8% | 0.2% | 1.8% | 3.5% | 6.0% | 2.1% | -0.1%
O=c1ccc(-c2ccccc2)nn1Cc1ccccc1F | 6.2% | 0.5 | 60 | 2.5% | -1.8% | 8.8% | -0.4% | -0.3% | 8.1% | 1.2%
Cc1ccc(-n2c(SCC(=O)NCC3CCCO3)nc3n[nH]c(C)c3c2=N)cc1Cl (stereo unspecified) | / | -0.5 | 56 | 1.7% | -0.3% | ? | 0.2% | 12.3% | -6.6% | -0.1%
Cn1c(Cn2c3ccccc3c3ccccc32)n[nH]c1=S | -6.3% | 0.9 | 41 | 6.2% | -0.2% | 2.9% | -0.6% | -13.1% | 11.3% | 1.0%
CN(CC(=O)Nc1cccc(F)c1)C(=O)c1cn(-c2ccccc2)nc1-c1ccc(F)cc1 | 2.2% | 14.2 | 48 | 1.3% | / | 10.5% | / | / | / | -0.5%[50 µM]
COc1cc(OC)c(OC)cc1CN1CCN(c2ccccc2OC)CC1 | -5.5% | 0.4 | 78 | 19.5% | 0.1% | -0.8% | -0.2% | -3.0% | -0.8% | -0.2%
COc1ccc(S(=O)(=O)NC(CC(=O)O)c2ccco2)cc1 (stereo unspecified) | -4.5% | 1.5 | 68 | 2.9% | 0.0% | 1.6% | 0.3% | 10.0% | 8.1% | 1.5%[50 µM]
CCO[C@H]1OC(C(=O)N2CCOCC2)=C[C@@H](c2coc3ccccc3c2=O)[C@@H]1CCCO | -1.6% | -1.9 | 62 | 6.3% | -0.6% | 1.4% | 0.5% | -5.9% | 2.2% | 0.7%
COCCN1C(=O)N(c2cccc(OC)c2)C(=O)C1CC(=O)Nc1ccc(OC)cc1 (stereo unspecified) | / | -0.4 | 79 | 10.4% | -0.3% | 1.1% | -1.2% | 13.6% | -4.8% | 0.1%
Cc1ccccc1N(CC(=O)O)S(C)(=O)=O | 1.1% | 3.0 | 39 | 14.7% | 0.1% | 1.6% | -6.3% | 1.5% | 5.8% | 0.5%
Cc1cc(Cl)c2oc(C(=O)N3CCN(c4cccc(C)n4)CC3)c(C)c2c1 | 0.6% | 6.0 | 66 | 5.6% | 0.0% | 7.9% | -4.4% | 16.3% | 7.4% | 0.3%
CC(OC(=O)CNC(=O)c1ccc2ccccc2c1)C(=O)NC1CCCCC1C (stereo unspecified) | -9.4% | 0.6 | 51 | 8.0% | 0.2% | 1.4% | 0.8% | -4.9% | 23.1% | -0.1%
O=C(NC1CCCCC1)C(c1cccnc1)N(C(=O)c1csnn1)c1ccccc1F (stereo unspecified) | -11.6% | -0.9 | 47 | 2.2% | 0.1% | 2.1% | 2.3% | -3.0% | 3.0% | -0.3%
NS(=O)(=O)c1ccc(CCNC(=O)CSc2ccsc2[N+](=O)[O-])cc1 | -2.3% | -1.5 | 23 | 8.1% | -0.2% | -0.2% | 16.1% | 33.2% | 7.7% | 0.6%
Cc1cccc2cc(CN(CC3CCCO3)C(=S)Nc3ccccc3)c(=O)[nH]c12 (stereo unspecified) | 1.9% | 2.3 | 61 | 0.1% | -0.6% | 2.4% | 5.1% | -22.8% | 0.8% | 1.2%[50 µM]
CC(C)n1ncc2c(C(=O)Nc3ccc(CC#N)cc3)cc(C3CC3)nc21 | -14.7% | 7.5 | 72 | 4.8% | / | -0.8% | / | / | / | 0.2%[50 µM]
CCN(CC(=O)NCc1cccs1)C(=O)c1ccc(S(=O)(=O)N(C)C)cc1 | -3.1% | 0.3 | 44 | -26.2% | -0.9% | -1.0% | 6.4% | -3.2% | 4.7% | -0.7%
COc1ccc(N2CCN(C(=O)c3cc4c(C)nc5ccccc5c4o3)CC2)cc1 | -4.5% | 5.4 | 56 | 11.6% | 0.4% | 8.7% | 0.8% | -12.4% | 17.1% | 0.2%
Cn1cccc1C(=O)OCc1nc2ccccc2c(=O)[nH]1 | -0.4% | -0.3 | 83 | 7.6% | / | / | / | / | / | 0.4%[50 µM]
Fc1ccc(N2N=C(c3cccs3)CC2c2ccccc2)cc1 (stereo unspecified) | / | 1.5 | 42 | -5.1% | -0.6% | 20.9% | -7.7% | 32.5% | 0.9% | -0.1%
Nc1ccc(-c2nc3ccc(C(=O)O)cc3s2)cc1 | -3.7% | / | / | 1.5% | -0.7% | -1.0% | 9.2% | 27.8% | 20.1% | -2.0%
COC(=O)c1ccc(N=Cc2c(C(F)(F)F)[nH]n(C)c2=O)cc1 | -3.6% | -1.2 | 84 | 4.0% | -0.2% | 1.4% | 5.6% | 21.3% | 28.5% | 1.0%
O=C(COC(=O)c1cccnc1Cl)NCc1ccco1 | -8.7% | 1.3 | 54 | 7.2% | 0.5% | 2.1% | 0.1% | 32.8% | 7.8% | 0.1%
Cc1cccc(C)c1N1CCN(C(=O)Cn2cncn2)CC1 | -6.1% | 1.7 | 55 | 2.5% | 0.1% | 0.8% | 4.2% | -4.0% | 18.6% | 0.6%
CC1CCc2c(c3ccccc3[nH]c2=O)O1 (stereo unspecified) | 5.4% | -0.6 | 41 | 7.2% | 0.1% | 11.6% | -3.6% | -4.3% | 10.1% | 0.8%
COc1ccccc1NC(=O)C(C)Sc1nccn1C (stereo unspecified) | -4.0% | -1.8 | 55 | 4.2% | / | -0.4% | / | / | / | 0.5%[50 µM]
Cc1cc(NC(=O)C2C3C(=O)N(CCC(C)C)C(C(=O)NCc4ccccc4)C34C=CC2(C)O4)no1 (stereo unspecified) | -10.5% | 2.1 | 90 | 4.5% | -0.2% | 0.1% | 0.7% | -2.9% | 7.3% | 0.5%
C=CCSc1ncc(-c2ccccc2)cn1 | 0.0% | -0.6 | 47 | 0.5% | 0.2% | -0.4% | -3.0% | -1.7% | -6.3% | 0.1%
Cc1cc(C(=O)N/N=C2\CC(=O)CC(C)(C)C2)c2ccccc2n1 | / | 0.2 | 82 | -1.1% | -0.2% | 1.8% | 2.0% | 13.1% | 12.9% | 1.0%
O=S(=O)(Nc1ccccc1O)c1cccc2cccnc12 | -6.8% | 0.7 | 35 | 0.9% | -1.2% | 0.7% | -1.1% | -14.5% | 1.2% | 1.0%
COc1ccc(CC(=O)N2CCN(c3ccc(C4=NNC(=O)CC4C)cc3)CC2)cc1 (stereo unspecified) | 5.4% | 2.3 | 45 | -11.2% | / | 1.4% | 0.1% | -4.7% | 19.7% | 0.8%
COc1cc(/C=N/NC(=Nc2ccc(C)cc2)c2nc3ccccc3s2)ccc1O | -7.3% | 13.2 | 73 | 16.1% | 0.9% | 13.5% | -0.6% | 15.0% | 8.6% | 4.2%
c1ccc2c(c1)[nH]c1c(N3CCC4(CC3)OCCO4)ncnc12 | -1.6% | 2.2 | 42 | 16.5% | 0.3% | -0.4% | -4.3% | -0.6% | 3.5% | 1.5%
CC(C)CC(=O)NC(NC(=O)CC(C)C)c1cccc([N+](=O)[O-])c1 | -3.7% | 1.6 | 68 | 10.6% | -0.5% | 1.8% | -4.3% | 1.0% | 5.4% | 0.1%
COc1ccc(-c2c(C(C)=O)c(C)nc3sc4c(=O)[nH]nnc4c23)cc1 | -2.9% | -0.2 | 72 | 0.3% | -0.2% | 1.8% | 6.9% | -2.5% | 7.1% | -0.8%
O=C(CSc1nnc(Cc2cccs2)n1C1CC1)NC1CCS(=O)(=O)C1 (stereo unspecified) | 0.0% | -0.5 | 58 | -0.2% | / | 3.2% | / | / | / | 0.1%[50 µM]
COc1ccc(CCNCC(=O)Nc2ccccc2C(F)(F)F)cc1 | / | 0.7 | 53 | / | -0.7% | 1.1% | 5.6% | -3.2% | 4.8% | /
COc1ccc(N2CCN(C(CNC(=O)C(=O)NCc3ccncc3)c3ccco3)CC2)cc1 (stereo unspecified) | 2.3% | 0.5 | 74 | 21.2% | -1.2% | 6.8% | 0.9% | -4.8% | ? | 0.0%
